# Screens from PubChem.
# POLK inh: qHTS for Inhibitors of Polymerase Kappa | DNA polymerase kappa (Homo sapiens), Q9UBT6 | purified Pol kappa, fluorescent DNA synthesis assay, 10 min | Potency, µM (titrated, usually from 107 µM), for the others: top-dose activity, negative = inhibition, hits mostly inhibitors | actives 0.53% (n = 400,000) | AID 588579, 2011; note: potency is the fitted concentration of half-maximal effect; % is set by controls: 0 for no effect and ±100 for the full control effect
#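 Activity was followed as the change in fluorescence between reads at 0 and 10 min after starting the reaction with 50 nM substrate. Beforehand, 10 nM polymerase had been preincubated with compound for 15 min at room temperature.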
# 12-LOX inh: Primary qHTS assay for inhibitors of human arachidonate 12S-lipoxygenase (ALOX12): Round 2. Polyunsaturated fatty acid lipoxygenase ALOX12 (Homo sapiens), P18054. purified 12hLO, xylenol orange hydroperoxide absorbance. Potency, µM (highest dose often 108 µM), inactives show top-dose activity change, negative = inhibition, hits mostly inhibitors. actives 1.1% (n = 580,000); note: potency is the fitted concentration of half-maximal effect; % is set by controls: 0 for no effect and ±100 for the full control effect
#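 Purified human 12hLO at 150 nM in 25 mM Hepes, 0.01% Triton X-100, pH 7.0, preincubated 15 min at room temperature with compound. Reaction started with 40 uM arachidonic acid, 30 min at room temperature. Hydroperoxide measured by Fe-xylenol orange, 573/405 nm absorbance ratio.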
# APEX1 inh: qHTS Assay for Inhibitors of the Human Apurinic/apyrimidinic Endonuclease 1 (APE1) | recombinant APE1, TAMRA/BHQ-2 abasic DNA cleavage fluorescence | Potency, µM (top dose mostly 65.8 µM), inactives show at the top dose activity change, negative = inhibition, hits mostly inhibitors | actives 0.35% (n = 350,000);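 note: potency is the fitted concentration of half-maximal effect; plate controls were vehicle for no effect and reference inhibitor for full effect; nearly all actives have a fitted effect of over 55% in size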
# Target sequence (P27695 whole entry, looked up): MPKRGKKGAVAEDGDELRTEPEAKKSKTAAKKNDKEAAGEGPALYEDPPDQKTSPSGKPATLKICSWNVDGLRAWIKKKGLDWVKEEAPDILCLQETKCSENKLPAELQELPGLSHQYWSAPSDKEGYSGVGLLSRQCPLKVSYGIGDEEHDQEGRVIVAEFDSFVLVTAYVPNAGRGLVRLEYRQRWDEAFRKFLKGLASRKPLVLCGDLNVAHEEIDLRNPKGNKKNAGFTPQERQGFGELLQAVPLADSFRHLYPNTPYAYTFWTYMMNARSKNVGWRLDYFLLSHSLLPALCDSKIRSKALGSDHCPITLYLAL
#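 Quantitative HTS: incision of a TAMRA/BHQ-2 double-stranded substrate bearing a tetrahydrofuran abasic site by 0.75 nM APE1 raises fluorescence. Substrate 50 nM final, added after 15 min compound preincubation at room temperature; progress as third-minus-first kinetic read difference.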
# Apoferritin bind: qHTS Assay for Identification of Novel General Anesthetics; actives 0.074% (n = 350,000); Potency, µM (doses to about 77.5 µM), for the others: at the top dose activity change, negative = displacement, usual class: inhibitors; Ferritin light chain (Equus caballus), P02791; apoferritin/1-aminoanthracene competitive binding, fluorescence; note: potency is the fitted concentration of half-maximal effect; % is set by controls: 0 for no effect and ±100 for the full control effect; nearly all actives have a fitted effect of over 20% in size
#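 Probe: 1-aminoanthracene (50% saturated, PBS). Protein: horse-spleen apoferritin, 10 uM. Incubation: 10 min, room temperature. Detection: 380 nm excitation, 535 nm emission. Analysis: normalized response, four-parameter Hill.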
# RGS4 inhibitor: Inhibitors of Regulator of G Protein Signaling (RGS) 4: qHTS. Regulator of G-protein signaling 4 (Homo sapiens), P49798. AID 504845, 2011. Transcreener GDP fluorescence polarization, RGS4-accelerated GTP hydrolysis. Potency, µM (highest dose often 114 µM), without a hit: at the top dose activity change, negative = inhibition, usual class: inhibitors. actives 0.039% (n = 390,000); note: potency is the fitted concentration of half-maximal effect; % is set by controls: 0 for no effect and ±100 for the full control effect; nearly all actives have a fitted effect of over 75% in size; some results filed as inactive show a strong effect at the top dose
#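 MLSMR compounds (23 nl, pin-transferred) preincubated 10 min at room temperature with a 500nM (2x) first reagent, then RGS4 at 900nM (2x) plus Transcreener GDP mix added; fluorescence polarization (620/688 nm) read before and after 90 min at 30 °C.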
# LDHA inh: qHTS assay for inhibitors of human lactate dehydrogenase. L-lactate dehydrogenase A chain (Homo sapiens), P00338. purified LDHA, NADH/diaphorase-resazurin fluorescence; stronger effect = lower value. activity change, % (values are at about 110 or 230 µM). actives 0.15% (n = 480,000); in the data active = activity change below about -30%; inconclusive = mostly about -25% to -30%;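 note: plate controls were DMSO wells for no effect and wells without enzyme for full effect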
#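 Human LDH5 at 2 nM final in Tris HCl pH 7.4 with 0.06 mM NADH and 0.2 mM pyruvate, reacted 5 minutes at room temperature. Remaining NADH coupled via diaphorase/resazurin; resorufin fluorescence read at 0 and 20 minutes, normalized to enzyme-free and DMSO wells.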
# Pol beta inh: qHTS Assay for Inhibitors of DNA Polymerase Beta; actives 1.3% (n = 340,000); Potency, µM (doses to about 114 µM), for the others: top-dose activity change, negative = inhibition, most hits filed as inhibitors; Pol beta primer extension/strand displacement, fluorescence kinetic; P06746; note: potency is the fitted concentration of half-maximal effect; % is set by controls: 0 for no effect and ±100 for the full control effect
#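 Pol beta (10 nM) was preincubated with compound for 15 min at room temperature. The reaction was then started with 50 nM substrate and read immediately and after a further 10 min at room temperature.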
# ERG Ets-DNA blk: qHTS for Small Molecule Inhibitors of the ERG Ets/DNA interaction. fluorescence polarization, His-ERG Ets domain / labelled DNA. Potency, µM (doses to about 76.9 µM), for inactives: at the top dose FP activity, negative = inhibition, usual class: inhibitors. actives 0.028% (n = 370,000). AID 624246, 2012; active = well fitted inhibition curve with a large enough effect in the polarisation, with a control signal flat; inconclusive = small, poorly fitted or top-dose-only effect, or effect the other way, or a change in a side signal; inactive = no such curve, though single readings can be large or run the other way; the % refers to the polarisation;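 note: polarization taken with two DNA probes labelled with fluorescein and Texas red; potency is the fitted concentration of half-maximal effect; % of control where 0% means no effect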
#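 His-tagged ERG Ets domain (1 uM in the protein solution; 300mM KCl, 50mM Tris-HCl, 1mM EDTA, 1mM DTT, pH 7.5) received compound, then a probe mix of 5 nM fluorescein-DNA and 100nM Texas-615-DNA. Fluorescence polarization was read for both dyes.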
# POLH inh: qHTS for Inhibitors of Polymerase Eta; recombinant Pol eta, fluorescent DNA replication assay; Potency, µM (top dose mostly 114 µM), for the others: at the highest dose activity change, negative = inhibition, most hits filed as inhibitors; actives 1.2% (n = 390,000); AID 588591, 2011; note: potency is the fitted concentration of half-maximal effect; % is set by controls: 0 for no effect and ±100 for the full control effect
# Target sequence (Q9Y253 whole entry, looked up): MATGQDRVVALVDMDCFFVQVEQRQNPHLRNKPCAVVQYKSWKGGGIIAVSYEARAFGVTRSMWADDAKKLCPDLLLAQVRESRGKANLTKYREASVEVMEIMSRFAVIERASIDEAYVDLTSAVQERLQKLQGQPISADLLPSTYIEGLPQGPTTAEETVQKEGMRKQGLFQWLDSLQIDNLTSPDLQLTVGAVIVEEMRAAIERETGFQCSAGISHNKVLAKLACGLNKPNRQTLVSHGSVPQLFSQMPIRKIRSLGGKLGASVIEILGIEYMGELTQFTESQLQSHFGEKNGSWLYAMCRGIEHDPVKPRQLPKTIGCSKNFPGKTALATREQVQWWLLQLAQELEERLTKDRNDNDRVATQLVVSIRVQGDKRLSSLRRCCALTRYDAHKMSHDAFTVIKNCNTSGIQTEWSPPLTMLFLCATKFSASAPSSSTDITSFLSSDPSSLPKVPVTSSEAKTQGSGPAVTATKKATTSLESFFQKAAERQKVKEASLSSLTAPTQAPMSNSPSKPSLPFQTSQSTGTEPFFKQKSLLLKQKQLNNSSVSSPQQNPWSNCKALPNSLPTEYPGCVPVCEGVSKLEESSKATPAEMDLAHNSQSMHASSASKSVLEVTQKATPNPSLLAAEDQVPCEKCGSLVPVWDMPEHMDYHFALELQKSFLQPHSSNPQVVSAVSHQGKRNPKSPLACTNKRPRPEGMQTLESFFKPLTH
#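 Pol eta (10 nM) was preincubated with compounds for 15 min at room temperature, after which fluorescent replication substrate (50 nM final) was added to start the reaction. Fluorescence was read kinetically at 0 and 10 min.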
# * marks the source's active call; other numbers are inactive results; ? = inconclusive; / = no result given; & = joins results of further samples; [ ] = remark or other dose. Unless noted, calls come from the whole dose curve; as a rule, active = well fitted curve in the direction sought with a large enough effect; inconclusive = small, poorly fitted or top-dose-only effect, or another doubt; inactive = no such curve, though single readings can be large; an effect the other way counts as inactive or inconclusive. These rows are one share of the data; count on the stated rates, not on these rows.
SMILES,POLK inh,12-LOX inh,APEX1 inh,Apoferritin bind,RGS4 inhibitor,LDHA inh,Pol beta inh,ERG Ets-DNA blk,POLH inh
NC(=O)[C@@H]1CCCNc2c(I)cc([N+](=O)[O-])cc2C(=O)N[C@@H](CO)C(=O)N[C@@H](Cc2ccc(O)cc2)C(=O)N1,12%,?,?,-4%,-27%,-2,-12%,4%,-3%
Cc1cc(C(c2cc(C)c(N)c(C)c2)c2ccco2)cc(C)c1N,-3%,28%,/,/,-37%,4,/,11%,?
CCC(=O)Nc1cccc(NC(=O)COc2ccc(OC)cc2)c1,-22%,0%,-1%,-5%,-11%,5,-7%,-10%,7%
CCC(NS(=O)(=O)c1cnn(CC)c1)c1ccccc1 (centres undefined),0%,-20%,3%,-9%,1%,2,3%,2%,?
CSc1ncccc1C(=O)OCC(=O)N1CCCC1,-3%,-4%,21%,/,6%,-15,/,4%,-13%
CC(C)(C)N1CC(c2nc3ccccc3n2Cc2ccc(Cl)cc2)CC1=O (centres undefined),-12%,0%,15%,4%,20%,1,17%,1%,-6%
CC(=O)N=c1scc(-c2ccccc2)n1-c1cccc(O)c1,-5%,11%,29%[12.4 µM],-7%,9%,-9,3%,2%,-7%
CCCCN(CC)CCNC(=O)c1nn(C)c2c1CS(=O)(=O)c1ccccc1-2,-11%,-13%,/,-7%,-5%,2,-23%,0%,-24%
N#Cc1ccc(-c2ccccc2)nc1Sc1ccc(F)cc1,-3%,0%,1%,-8%,12%,-3,17%,-3%,-18%
Cc1ccc(-c2cc(-c3ccco3)c(C#N)c(=O)[nH]2)cc1,?,-3%,35µM*,-3%,-23%,2,11µM*,13%,28µM*
COc1ccc(Cc2c(C)nc(N)nc2Cl)cc1,-13%,-7%,0%,2%,34%,-3,11%,12%,-1%
CCN(CCCNC(=O)C1CCC(=O)N1C(C)C)c1cccc(C)c1 (centres undefined),-2%,-17%,7%,-2%,-21%,15,-1%,6%,-10%
O=C(O)CN1C(=O)/C(=C\c2cc(Br)ccc2OCc2ccc(F)cc2)SC1=S,-69%,2.5µM*,-9%,-5%,?,-34*,40µM*,21%,40µM*
C#CCOCCOCCOCCNc1nc(N2CCOCC2)nc(N2CCN(C(=O)[C@H](CCCCN)n3cc(CCC(=O)O)nn3)CC2)n1,7%,-16%,/,/,-14%,-5,/,-8%,-18%
Cc1nc(N2CCN(C(=O)c3ccco3)CC2)nc2c1C(=O)CCC2,1%,0%,-2%,-5%,-8%,0,23%,-5%,-7%
O=C(O)CCC(=O)N1CCc2cc(S(=O)(=O)NC3CCCC3)ccc21,14%,9%,18%,-10%,-5%,0,35%,4%,-1%
O=S1(=O)N=C(Oc2cccc3ccccc23)c2ccccc21,-12%,0%,-3%,-20%,-14%,12&1,-4%,2%,1%
COc1ccccc1CNC(=O)CCn1c(=O)c2ccccc2n(CC(=O)Nc2ccc(C)cc2Cl)c1=O,13%,-21%,/,-8%,-1%,1,-5%,-19%,-3%
COc1ccc(-c2nnc(SCC(=O)Nc3cccc(C)c3)s2)cc1,-11%[60.1 µM],-6%,/,45%[activator],10%,-7,-4%,-2%,-3%
CCc1ccc(NC(=O)Cn2ccn(-c3ccc(OC)cc3)c(=O)c2=O)cc1,-11%,?,/,58%[activator],7%,-7,32µM*,0%,-6%
COc1ccccc1CC(=O)Nc1ccc2c(c1)OC1(CCCC1)O2,-1%,-7%,-11%,/,2%,14,/,14%,-14%
Cc1noc(/C=C/c2nn(C)cc2Cl)c1[N+](=O)[O-],1%,-5%,-3%,-8%,-19%,-1,-1%,1%,-12%
COc1cc(/C=C/c2ccc(/C=C/c3cc(OC)c(OC)c(OC)c3)cc2)cc(OC)c1OC,-11%,7%,/,/,15%,3,/,-6%,-7%
CC(C)c1ccc(NC(=O)CNCC(c2ccccc2)N(C)C)cc1 (centres undefined),5%,-6%,0%,-8%,-6%,-22,26%,-16%,-15%
CCOC(=O)c1ccc(CNCc2ccccc2)cc1,-8%,?,11%,-3%,-2%,-18,28%,/,2%
COc1cc(N=C2C(=O)N3c4c(cccc42)C(C)=CC3(C)C)cc(OC)c1,-4%,-21%,0%,-2%,?,23,12%,-2%,?
Cc1ccc(C(=O)Nc2nc3ccccc3c(=O)s2)cc1,0%,-20%,19%,-11%,?,2,6%,/,5%
COc1cc(OC)cc(-c2nnc(SCc3c(F)cccc3Cl)o2)c1,-6%,19%,10%,2%,-5%,-2,29%,/,0%
O=C(O)c1ccc(S(=O)(=O)c2ccc([N+](=O)[O-])cc2[N+](=O)[O-])cc1,-23%,-21%,9%,-1%,-5%,7,8%,-8%,79µM*
Cc1ccc(OCCSc2nc3ccc(NC(=O)c4ccco4)cc3s2)cc1,0%,-6%,/,-3%,18%,-7,13%,3%,-2%
CN(CCOC(=O)c1ccc2c(c1)OCO2)C(C)(C)C,-12%,-26%&-6%,-3%,-7%,11%,-4&-4,44%,3%,-9%
Cc1cc(Cl)cc(C)c1OCC(=O)N1CCN(c2ncccn2)CC1,-5%,8%,1%,/,7%,-6,/,-9%,-15%
Cc1ccc(/C=C/C(=O)O)cc1S(=O)(=O)NCC1CCCO1 (centres undefined),3%,-29%,12%,-5%,26%,-8,55%,2%,-16%
Cc1cc(C)c(NC(=O)CNC(=O)c2ccccc2SCC(=O)N2CCCC2)c(C)c1,-1%,?,6%,/,17%,-4,/,-7%,-13%
COc1ccc(/C(O)=C/C(=O)C(=O)NNC(=O)c2ccccc2)cc1,-8%,33%[activator],-16%,4%,-16%,10,11%,1%,-8%
Cc1cccc(N2C(=O)/C(=C/c3cccnc3)SC2=S)c1,5%,0%,-2%,-8%,-21%,0,1%,39%[activator],-16%
N#Cc1ccccc1COc1ccc(/C=C/C(=O)O)cc1,-6%,-24%,-1%,-5%,-6%,-8,-20%,?,-1%
COc1cccc(N2CC(NS(=O)(=O)c3ccc(Cl)cc3)CC2=O)c1 (centres undefined),-6%,-7%,-16%,/,-4%,3,/,5%,-4%
CCOC(=O)C1CCCN(C(=O)CSCc2ccccc2)C1 (centres undefined),-7%,-40%,2%,-12%,-31%,-3,3%,5%,7%
CCc1cccc(NS(=O)(=O)c2ccc3c(c2)n(C)c(=O)c(=O)n3C)c1,5%,-38%,/,-21%,3%,2,21%,-2%,-9%
C=CCNC(=O)N1CCc2[nH]c3ccc(F)cc3c2C1,-9%,11%,1%,1%,-32%,-1,1%,0%,-10%
CS(=O)(=O)N(CC(=O)NCC1CCCO1)c1ccc(F)c(Cl)c1 (centres undefined),-3%,14%,-2%,-12%,-8%,-5,-1%,-3%,-7%
O=C(CSc1nnc(-c2cccs2)n1-c1ccccc1)N1CCCC1,-6%,0%,0%,-11%,-17%,-8,44%,4%,-6%
Cc1cc(Nc2cccc(Cl)c2)nc(-c2ccccc2O)n1,-11%,-3%,5%,5%,-35%,-1,7%,7%,-10%
C=CCn1c(SC(C)C(=O)c2c(N)n(C)c(=O)n(C)c2=O)nnc1-c1ccoc1C (centres undefined),0%,350%[activator],5%,/,-6%,-3,/,-3%,-17%
O=C(CCN1C(=O)/C(=C/c2ccco2)SC1=S)Nc1ccc(O)cc1C(=O)O,?,?,-5%,-10%,?,18,22µM*,56%[activator],5.6µM*
Cc1ccc(C23CC4CC(CC(C(=O)NC(C)C(N)=O)(C4)C2)C3)cc1 (centres undefined),8%,-6%,-6%,-5%,3%,-2,40%,-5%,-13%
O=C(NCCCn1ccnc1)C1CCN(S(=O)(=O)c2cc([N+](=O)[O-])ccc2Cl)CC1,-11%,-11%,48%,/,?,1,/,6%,-3%
COc1ccc(C2CC(C(F)(F)F)n3nc(C(=O)NCc4cn(C)nc4C)c(Cl)c3N2)cc1 (centres undefined),2%,19%,-3%,-12%,-8%,-2,-17%,/,-3%
CC(C)C(=O)Nc1ccc(N2CCN(C(=O)c3cccs3)CC2)cc1,-9%,-22%,-4%,-3%,-7%[11.4 µM],0,2%,5%,-16%
Cc1ccc(S(=O)(=O)NC2CC3CCC2C3)cc1 (centres undefined),2%,?,/,/,0%,-5,/,1%,-22%
CCNC(=O)COC(=O)c1sccc1C,3%,20%,16%,2%,-29%,-4,-2%,17%,-8%

# Given with each value named: two of the compounds above
> CCN(CCCNC(=O)C1CCC(=O)N1C(C)C)c1cccc(C)c1 (centres undefined)
  POLK inh: -2%	12-LOX inh: -17%	APEX1 inh: 7%	Apoferritin bind: -2%	RGS4 inhibitor: -21%	LDHA inh: 15	Pol beta inh: -1%	ERG Ets-DNA blk: 6%	POLH inh: -10%
> O=C(O)CN1C(=O)/C(=C\c2cc(Br)ccc2OCc2ccc(F)cc2)SC1=S
  POLK inh: -69%	12-LOX inh: 2.5µM*	APEX1 inh: -9%	Apoferritin bind: -5%	RGS4 inhibitor: ?	LDHA inh: -34*	Pol beta inh: 40µM*	ERG Ets-DNA blk: 21%	POLH inh: 40µM*
